KLK5 inh: blocks human kallikrein 5 protease activity; inhibition, % at 5 µM; AID 873; recombinant hK5, fluorogenic AMC substrate cleavage; 0.59% of 210,000 active;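 active = inhibition of 40% or more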;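 also: 0% = enzyme controls without compound and 100% = no-enzyme blanks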
Wee1 degr inh: blocks degradation of human Wee1 kinase. P30291. HeLa Luc-Wee1K328M stability, luciferase luminescence; 100% = proteasome inhibitor MG132 effect. reporter increase, % at 5 µM. 1.2% of 220,000 active. AID 1321;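 active = activation above the mean of all tested compounds plus 3 SD, set per screening run, cut at about 8.8% in these data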;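 also: cells exposed to compound for 20 h before luminescence read; 0% = DMSO alone and 100% = MG132 at 30 µM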
FXIIa inh: factor XIIa (human) inhibition | P00748 | purified FXIIa, Boc-QGR-AMC fluorogenic substrate, 2 h | inhibition, % at 5 µM | 0.3% of 220,000 active | AID 800; in the data active = inhibition above about 40%;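 also: 0% = enzyme with no compound and 100% = blank without enzyme; many of its hits are not listed in these tables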
Target sequence (P00748 20-372 limits assumed): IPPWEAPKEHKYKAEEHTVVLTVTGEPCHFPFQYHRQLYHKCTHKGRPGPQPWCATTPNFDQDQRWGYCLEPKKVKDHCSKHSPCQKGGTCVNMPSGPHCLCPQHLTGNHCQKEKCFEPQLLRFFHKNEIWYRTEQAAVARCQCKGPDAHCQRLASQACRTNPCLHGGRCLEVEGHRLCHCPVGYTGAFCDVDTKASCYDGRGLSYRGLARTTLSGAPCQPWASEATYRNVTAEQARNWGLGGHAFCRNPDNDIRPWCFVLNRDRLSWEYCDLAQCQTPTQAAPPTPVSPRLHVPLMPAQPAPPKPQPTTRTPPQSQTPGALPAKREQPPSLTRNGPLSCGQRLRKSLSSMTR
Target sequence (P00748 373-615 limits assumed): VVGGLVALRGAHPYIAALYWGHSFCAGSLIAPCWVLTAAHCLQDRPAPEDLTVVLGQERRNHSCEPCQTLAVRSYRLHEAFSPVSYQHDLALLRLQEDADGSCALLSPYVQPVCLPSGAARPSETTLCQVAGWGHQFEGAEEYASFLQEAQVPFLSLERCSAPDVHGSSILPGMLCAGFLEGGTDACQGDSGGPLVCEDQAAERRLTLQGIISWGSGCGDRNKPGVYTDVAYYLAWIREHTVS
thrombin 1536: inhibitors of human thrombin. inhibition, % at 5 µM. P00734. alpha-thrombin, Boc-VPR-AMC fluorogenic substrate cleavage. AID 1046. 0.26% of 220,000 active;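 active = inhibition at or above 40%; inactive = inhibition below 40%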;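 also: 0% = enzyme with no compound and 100% = wells without enzyme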
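Material: human alpha-thrombin protein; Also added: Boc-VPR-AMC substrate, 15 µM final; Timing: enzyme reaction carried out at room temperature; Signal: fluorescence, ex 355 nm, em 460 nm; Measure: % inhibition of thrombin; Controls: enzyme without compound as high, wells lacking enzyme as low.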
Runt-CBFb FRET: blocks binding of human RUNX1 Runt domain to CBFb. Q01196+Q13951. Cerulean-Runt/Venus-CBFb FRET ratio 530/480, 1 h. inhibition, % at 20 µM. 0.46% of 220,000 active;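 active = inhibition over about 50% at 20 µM in the single-dose screen, limit read from the data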;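 also: 0% = DMSO wells and 100% = excess unlabeled CBFb competitor control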
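Reagent – Venus-CBFb binding partner, 100 nM · Assay system – Cerulean-tagged RUNX1 Runt domain (FRET donor) fusion protein · Input – 100 nM per protein · Incubation – two 1 h room-temperature incubations shielded from light · Measured by – FRET fluorescence · Medium – Tris buffer pH 7.5 with salts and BSA · Benchmarks – unlabeled CBFb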
Hck-Nef inh: inhibitors of human Hck kinase activated by Nef. P08631. Recombinant Hck-YEEI plus Nef, Z-Lyte FRET kinase assay. inhibition, % at 20 µM. 0.68% of 220,000 active. AID 463187;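 active = Hck-Nef kinase inhibition above about 50%, limit read from the data; inactive = inhibition below that limit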;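 also: 0% = DMSO with Hck plus Nef and 100% = Hck alone without Nef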
FXIa inh 1536: factor XIa (human) inhibition; P03951; 0.14% of 220,000 active; purified FXIa, Boc-Glu-Ala-Arg-AMC fluorogenic substrate; AID 798; inhibition, % at 5 µM;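 active = inhibition of at least 40%; inactive = inhibition below 40%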;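 also: fluorescence of freed AMC excited at 355 nm; 0% = enzyme without compound and 100% = no enzyme blank; many of its hits are not listed in these tables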
Runt-SMMHC FRET: Runt domain-CBFb-SMMHC interaction inhibition; Cerulean-Runt/Venus-CBFb-SMMHC FRET ratio 530/480, 1 h; inhibition, % at 20 µM; 0.74% of 220,000 active; AID 1434;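 active = mean inhibition across duplicate retests at 20 µM reaching about 50%, limit read from the data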;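 also: 0% = DMSO wells and 100% = wells with excess untagged CBFb-SMMHC; inhibitors lower the FRET ratio by blocking Runt binding to CBFb-SMMHC; some results filed as inactive read as strong as hits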
14-3-3 Bad inh: disrupts binding of bovine 14-3-3 zeta to phospho-Bad peptide. 0.71% of 220,000 active. TR-FRET 14-3-3zeta/Dy647-pBad peptide displacement, 1 h. AID 781. P63103. inhibition, % at 21.7 µM;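 active = inhibition above about 70%, limit read from the data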;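 also: 0% = full 14-3-3 plus peptide FRET controls and 100% = background without 14-3-3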
Target sequence (P63103 whole entry, looked up): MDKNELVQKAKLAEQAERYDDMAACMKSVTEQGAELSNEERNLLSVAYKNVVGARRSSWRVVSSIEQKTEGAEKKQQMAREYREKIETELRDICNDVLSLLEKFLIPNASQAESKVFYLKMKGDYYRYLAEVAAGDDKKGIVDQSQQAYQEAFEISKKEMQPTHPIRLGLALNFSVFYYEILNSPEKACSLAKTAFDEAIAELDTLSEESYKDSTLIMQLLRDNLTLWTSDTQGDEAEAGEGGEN
* = called active by the depositor; [ ] = dose if it differs, or a comment. Compounds as they come; about 4.2% have a hit in one of these screens.

`O=C(NC(=S)N(CCc1ccccc1)CCc1ccccc1)c1ccco1` gave KLK5 inh -4, Wee1 degr inh -1, FXIIa inh 11, thrombin 1536 -11, Runt-CBFb FRET 10, Hck-Nef inh 0, FXIa inh 1536 3, Runt-SMMHC FRET 2 and 14-3-3 Bad inh -9.
Screening Cc1ccc(NC(=O)C2CCN(C(=O)NC3CCCCC3)CC2)cc1Cl returned KLK5 inh -1, Wee1 degr inh -1, FXIIa inh -6, thrombin 1536 -2, Runt-CBFb FRET -2, Hck-Nef inh 0, FXIa inh 1536 -10, Runt-SMMHC FRET 1 and 14-3-3 Bad inh 4.
For O=C1CSC(c2ccc3c(c2)OCO3)N1c1ccc(Oc2ccccc2)cc1 (stereo not given) the results were KLK5 inh -24, Wee1 degr inh 4, FXIIa inh 27, thrombin 1536 2, Runt-CBFb FRET -2, Hck-Nef inh 1, FXIa inh 1536 18, Runt-SMMHC FRET -4 and 14-3-3 Bad inh 0.
`C=CCN(c1ccccc1Cl)S(=O)(=O)c1cc(C(=O)N2CCCC2)ccc1Cl` gave KLK5 inh -1, Wee1 degr inh 0, FXIIa inh 10, thrombin 1536 -13, Runt-CBFb FRET -2, Hck-Nef inh 2, FXIa inh 1536 2, Runt-SMMHC FRET -5 and 14-3-3 Bad inh 5.
For O=C(COC(=O)c1ccc(O)cc1)Nc1cc(C(F)(F)F)ccc1Cl the results were KLK5 inh -1, Wee1 degr inh 3, FXIIa inh 4, thrombin 1536 -1, Runt-CBFb FRET -1, Hck-Nef inh 17, FXIa inh 1536 -4, Runt-SMMHC FRET 2 and 14-3-3 Bad inh -11.
Screening O=C(Nc1ccc(N2CCOCC2)cc1)c1cccnc1 returned KLK5 inh -9, Wee1 degr inh -1, FXIIa inh 9, thrombin 1536 0, Runt-CBFb FRET -1, Hck-Nef inh -5, FXIa inh 1536 3, Runt-SMMHC FRET -5 and 14-3-3 Bad inh -14[fluorescence artefact?].
Screening COc1ccc(S(=O)(=O)N2CCC(C(=O)c3ccc4c(c3)OCCO4)CC2)cc1 returned KLK5 inh 8, Wee1 degr inh -1, FXIIa inh 4, thrombin 1536 -6, Runt-CBFb FRET -1, Hck-Nef inh -1, FXIa inh 1536 -6, Runt-SMMHC FRET 5 and 14-3-3 Bad inh -1.
`O=C(NCc1cccnc1)Nc1ccc(F)cc1F` gave KLK5 inh -28, Wee1 degr inh 0, FXIIa inh 8, thrombin 1536 -13, Runt-CBFb FRET 0, Hck-Nef inh 8, FXIa inh 1536 0, Runt-SMMHC FRET -3 and 14-3-3 Bad inh 87*.
`Cc1cc(C(=O)NNC(=O)NC(C)C)no1` gave KLK5 inh 1, Wee1 degr inh 1, FXIIa inh 7, thrombin 1536 0, Runt-CBFb FRET 0, Hck-Nef inh 13, FXIa inh 1536 0, Runt-SMMHC FRET -1 and 14-3-3 Bad inh 4.
For COc1ccc(CNC(=O)COC(=O)c2cnccn2)cc1 the results were KLK5 inh -1, Wee1 degr inh -2, FXIIa inh 4, thrombin 1536 0, Runt-CBFb FRET 3, Hck-Nef inh -11, FXIa inh 1536 -3, Runt-SMMHC FRET -1 and 14-3-3 Bad inh -10.

Overlap with the part before: 2 compounds, then new ones.
`Cc1cc(C(=O)NNC(=O)NC(C)C)no1` gave KLK5 inh 1, Wee1 degr inh 1, FXIIa inh 7, thrombin 1536 0, Runt-CBFb FRET 0, Hck-Nef inh 13, FXIa inh 1536 0, Runt-SMMHC FRET -1 and 14-3-3 Bad inh 4.
For COc1ccc(CNC(=O)COC(=O)c2cnccn2)cc1 the results were KLK5 inh -1, Wee1 degr inh -2, FXIIa inh 4, thrombin 1536 0, Runt-CBFb FRET 3, Hck-Nef inh -11, FXIa inh 1536 -3, Runt-SMMHC FRET -1 and 14-3-3 Bad inh -10.
CN(C)C(=O)CSc1nc(-c2ccccc2)nc2c1CCCC2 was read as KLK5 inh -13, Wee1 degr inh -2, FXIIa inh 17, thrombin 1536 1, Runt-CBFb FRET -1, Hck-Nef inh 13, FXIa inh 1536 9, Runt-SMMHC FRET 2 and 14-3-3 Bad inh -8.
Screening O=C(/C=C/c1ccccc1)NC(=S)NNC(=O)c1ccco1 returned KLK5 inh -89, Wee1 degr inh 0, FXIIa inh 8, thrombin 1536 -2, Runt-CBFb FRET 12, Hck-Nef inh 7, FXIa inh 1536 3, Runt-SMMHC FRET 6 and 14-3-3 Bad inh -2[fluorescence artefact?].
O=C(OC(C(=O)NCC1CCCO1)c1ccc(F)cc1)c1cccs1 (stereo not given) was read as KLK5 inh -11, Wee1 degr inh -1, FXIIa inh 24, thrombin 1536 -1, Runt-CBFb FRET 1, Hck-Nef inh -1, FXIa inh 1536 19, Runt-SMMHC FRET -4 and 14-3-3 Bad inh -2.
`Cc1ccc(CN2CCN(CC(=O)N/N=C/c3ccc(C)o3)CC2)cc1` gave KLK5 inh 2, Wee1 degr inh 2, FXIIa inh 13, thrombin 1536 -2, Runt-CBFb FRET 2, Hck-Nef inh 10, FXIa inh 1536 2, Runt-SMMHC FRET -1 and 14-3-3 Bad inh -10.
`O=C(O)c1ccc(N/N=C/c2ccc3ncccc3c2)cc1` gave KLK5 inh 8, Wee1 degr inh 1, FXIIa inh 15, thrombin 1536 -1, Runt-CBFb FRET 3, Hck-Nef inh 15, FXIa inh 1536 9, Runt-SMMHC FRET 9 and 14-3-3 Bad inh -7[fluorescence artefact?].
For Cc1cc(=O)[nH]c(SCC(=O)Nc2nnc(CC(C)C)s2)n1 the results were KLK5 inh 24, Wee1 degr inh 1, FXIIa inh 7, thrombin 1536 0, Runt-CBFb FRET -2, Hck-Nef inh 0, FXIa inh 1536 3, Runt-SMMHC FRET -5 and 14-3-3 Bad inh 3[fluorescence artefact?].
`CCC(C)NC(=O)COC(=O)c1ccc(Cl)cc1O` (stereo not given) gave KLK5 inh -1, Wee1 degr inh -1, FXIIa inh 7, thrombin 1536 -10, Runt-CBFb FRET 0, Hck-Nef inh 18, FXIa inh 1536 -5, Runt-SMMHC FRET 0 and 14-3-3 Bad inh -3.
For CC1(C(=O)NC2CCCC2)CCC(=O)N1CCC1=CCCCC1 (stereo not given) the results were KLK5 inh -13, Wee1 degr inh -2, FXIIa inh 7, thrombin 1536 7, Runt-CBFb FRET -3, Hck-Nef inh 3, FXIa inh 1536 -10, Runt-SMMHC FRET 4 and 14-3-3 Bad inh -10[fluorescence artefact?].
Screening CN=C(Nc1ccc(C(=O)OC)cc1)SC1CC(=O)N(c2ccccc2F)C1=O (stereo not given) returned KLK5 inh 1, Wee1 degr inh 1, FXIIa inh 3, thrombin 1536 -5, Runt-CBFb FRET 1, Hck-Nef inh 0, FXIa inh 1536 -8, Runt-SMMHC FRET 1 and 14-3-3 Bad inh 3.
`O=C(COC(=O)c1ccccc1Nc1ccccc1)Nc1ccccc1` gave KLK5 inh -25, Wee1 degr inh 1, FXIIa inh 7, thrombin 1536 -2, Runt-CBFb FRET 0, Hck-Nef inh 2, FXIa inh 1536 2, Runt-SMMHC FRET 6 and 14-3-3 Bad inh -17.

Gathered by group: the compounds so far containing an aryl thioether with sulfur outside any ring.
CN(C)C(=O)CSc1nc(-c2ccccc2)nc2c1CCCC2 was read as KLK5 inh -13, Wee1 degr inh -2, FXIIa inh 17, thrombin 1536 1, Runt-CBFb FRET -1, Hck-Nef inh 13, FXIa inh 1536 9, Runt-SMMHC FRET 2 and 14-3-3 Bad inh -8.
For Cc1cc(=O)[nH]c(SCC(=O)Nc2nnc(CC(C)C)s2)n1 the results were KLK5 inh 24, Wee1 degr inh 1, FXIIa inh 7, thrombin 1536 0, Runt-CBFb FRET -2, Hck-Nef inh 0, FXIa inh 1536 3, Runt-SMMHC FRET -5 and 14-3-3 Bad inh 3[fluorescence artefact?].

Continuation:
OC(COc1ccccc1)CN1CCOCC1 (stereo not given) was read as KLK5 inh -7, Wee1 degr inh 2, FXIIa inh 10, thrombin 1536 0, Runt-CBFb FRET -1, Hck-Nef inh 5, FXIa inh 1536 5, Runt-SMMHC FRET 0 and 14-3-3 Bad inh -8.
Cc1csc(NC(=O)CSc2ccc3nnc(CCNS(=O)(=O)c4ccccc4)n3n2)n1 was read as KLK5 inh -13, Wee1 degr inh 6, FXIIa inh 4, thrombin 1536 -5, Runt-CBFb FRET -2, Hck-Nef inh -5, FXIa inh 1536 -4, Runt-SMMHC FRET 2 and 14-3-3 Bad inh -8.
For Cc1[nH]c(=O)c(C(=O)c2ccccc2O)cc1C(=O)O the results were KLK5 inh -8, Wee1 degr inh -2, FXIIa inh 0, thrombin 1536 -5, Runt-CBFb FRET 0, Hck-Nef inh 18, FXIa inh 1536 -6, Runt-SMMHC FRET 1 and 14-3-3 Bad inh -4.
For CCOc1ccc2c(c1)C(C)=CC(C)(C)N2C(=O)Nc1ccccc1F the results were KLK5 inh -24, Wee1 degr inh -1, FXIIa inh 4, thrombin 1536 2, Runt-CBFb FRET 16, Hck-Nef inh 10, FXIa inh 1536 4, Runt-SMMHC FRET 5 and 14-3-3 Bad inh -26.
For Cc1cccc(-n2c(Cc3ccccc3)n[nH]c2=S)c1 the results were KLK5 inh -1, Wee1 degr inh -2, FXIIa inh 6, thrombin 1536 -17, Hck-Nef inh 11, FXIa inh 1536 3 and 14-3-3 Bad inh 5.
`COc1cccc(-c2cc(C(F)(F)F)n3ncc(C(=O)NCC4CCCO4)c3n2)c1` (stereo not given) gave KLK5 inh -1, Wee1 degr inh -2, FXIIa inh 11, thrombin 1536 4, Runt-CBFb FRET 0, Hck-Nef inh 1, FXIa inh 1536 2, Runt-SMMHC FRET -11 and 14-3-3 Bad inh -8.
O=C(CCNC(=O)c1ccccc1Cl)N/N=C\c1ccc(O)cc1 was read as KLK5 inh -2, Wee1 degr inh 4, FXIIa inh 10, thrombin 1536 6, Runt-CBFb FRET -1, Hck-Nef inh 29, FXIa inh 1536 -1, Runt-SMMHC FRET -2 and 14-3-3 Bad inh -4.
`CCCNC(=O)C(Cc1ccccc1)NS(=O)(=O)c1cccc2nsnc12` (stereo not given) gave KLK5 inh 5, Wee1 degr inh 2, FXIIa inh 4, thrombin 1536 -5, Runt-CBFb FRET 1, Hck-Nef inh 0, FXIa inh 1536 -3, Runt-SMMHC FRET 3 and 14-3-3 Bad inh 2.
Screening O=C(CCNS(=O)(=O)c1ccc(Br)cc1)NCc1cccs1 returned KLK5 inh 0, Wee1 degr inh 1, FXIIa inh 6, thrombin 1536 12, Runt-CBFb FRET 0, Hck-Nef inh 26, FXIa inh 1536 -3, Runt-SMMHC FRET -4 and 14-3-3 Bad inh -7.
For O=C1c2cccnc2C(Nc2ccc(S(=O)(=O)N3CCCCC3)cc2)N1Cc1ccccc1 (stereo not given) the results were KLK5 inh 7, Wee1 degr inh 1, FXIIa inh 0, thrombin 1536 1, Runt-CBFb FRET -2, Hck-Nef inh 8, FXIa inh 1536 2, Runt-SMMHC FRET 2 and 14-3-3 Bad inh 2.

From PubChem BioAssay
